Rab2 wt GTP: modulators of GTP binding to Rab2A wildtype, primary screen, biochemical, dog, bead-based flow cytometry, multiplex. Ras-related protein Rab-2A (Canis lupus familiaris), P61105. GST-Rab2 wt beads, Bodipy-GTP binding. GTP binding activity, % at 10 µM. hit rate 0.19% among 190,000. AID 760, 2007;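 active = GTP binding activity at least 20 points away from 100%, either lowered or raised; inconclusive = signal likely due to the compound's own green fluorescence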;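 also: 0% = beads with excess unlabeled GTP and 100% = no-compound control corrected for plate trend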
HRas wt GTP bind: modulators of GTP binding to HRas wildtype, primary screen, biochemical, bead-based flow cytometry, multiplex; GTP binding activity, % at 10 µM; AID 759, 2007; hit rate 0.14% among 190,000; GST-Ras wt beads, Bodipy-FL-GTP binding; actives lie on both sides; GTPase HRas (Homo sapiens), P01112;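 active = GTP binding activity at least 20% away from the 100% baseline, either lowered as inhibitor or raised as activator; inconclusive = flagged as likely green fluorescent, judged across all proteins in the well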;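 also: 0% = unlabeled GTP competition control and 100% = no-compound control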
Target sequence (P01112 whole entry, looked up): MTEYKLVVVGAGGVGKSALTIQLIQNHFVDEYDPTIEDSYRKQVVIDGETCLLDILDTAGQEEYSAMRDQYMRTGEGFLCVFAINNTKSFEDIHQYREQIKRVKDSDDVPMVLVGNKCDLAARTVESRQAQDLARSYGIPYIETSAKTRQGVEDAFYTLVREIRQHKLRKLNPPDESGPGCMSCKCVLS
Pf gametocyte: late stage P. falciparum gametocyte viability inhibitors, primary screen, ATP luminescence, HTS; AID 743093, 2013; inhibition, % at 10.9 µM; hit rate 0.065% among 150,000; P. falciparum stage V gametocytes, 24 h;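 active = inhibition above the mean plus 3 SD of compounds within the control limits, set per campaign, cut at about 38% in these data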;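 also: 0% = DMSO wells and 100% = medium only without gametocytes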
Rac1 wt GTP bind: wildtype Rac1 GTP binding modulators, primary screen, biochemical, GST-Rac1 beads, flow cytometry, multiplex; fluorescent GTP binding; actives lie on both sides; 0 = cold GTP competed, 100 = untreated; GTP binding activity (% of control), % at 10 µM; hit rate 0.27% among 190,000;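 active = GTP binding activity at least 20 points away from the 100% control level, either lower or higher; inconclusive = compound flagged as likely green fluorescent, judged across all proteins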
Rab7 wt modul: modulators of GTP binding to Rab7, primary screen, biochemical, wildtype, multiplex bead flow cytometry; Rab7 GTPase wild type (dog), Bodipy-FL-GTP binding; GST-Rab7 beads, fluorescent GTP binding; actives lie on both sides; untreated = 100%, excess cold GTP = 0%; GTP binding activity (percent of control), % at 10 µM; hit rate 0.055% among 190,000;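 active = fluorescent GTP binding to Rab7 beads changed by at least 20 points from the 100% baseline, either direction, mostly lower; inconclusive = compound itself probably fluorescent, or too few beads counted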;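 also: median green fluorescence of bound Bodipy-FL-GTP per Rab7 bead population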
Rac1 mut GTP: GTP binding modulators of activated mutant Rac1, primary screen, biochemical, bead-based flow cytometry, multiplex, fluorescent GTP; Ras-related C3 botulinum toxin substrate 1 (Homo sapiens), P63000; GST-Rac1 activated beads; actives lie on both sides; 100% means binding = to untreated wells; percent activity (GTP binding), % at 10 µM; hit rate 0.11% among 190,000;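 active = GTP binding at least 20 percentage points away from the 100% baseline, in either direction, so actives lie on both sides; inconclusive = Compound likely fluorescent itself, or too few beads counted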
RGS8-Gao reg: RGS8-Galphao binding modulators, primary screen, biochemical, multiplexed bead flow cytometry; actives lie on both sides; hit rate 0.34% among 220,000; response (percent of control binding), % at 10 µM; Guanine nucleotide-binding protein G(o) subunit alpha (Homo sapiens), P09471; in the data active = response below about 60% or above about 140%; inactive = in between;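 also: Galphao activated as the GDP aluminium fluoride complex binding bead-coupled RGS8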
Bim-Mcl-1: inhibitors of Bim peptide binding to Mcl-1, primary screen, biochemical, bead-based flow cytometry, multiplex. inhibition, % at 10 µM. Bim peptide-Mcl-1 binding. Induced myeloid leukemia cell differentiation protein Mcl-1 (Homo sapiens), Q07820. hit rate 0.1% among 190,000. AID 1009, 2008; in the data active = inhibition above about 40%;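 also: 0% = no compound tracer wells and 100% = peptide blocker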
Target sequence (Q07820 whole entry, looked up): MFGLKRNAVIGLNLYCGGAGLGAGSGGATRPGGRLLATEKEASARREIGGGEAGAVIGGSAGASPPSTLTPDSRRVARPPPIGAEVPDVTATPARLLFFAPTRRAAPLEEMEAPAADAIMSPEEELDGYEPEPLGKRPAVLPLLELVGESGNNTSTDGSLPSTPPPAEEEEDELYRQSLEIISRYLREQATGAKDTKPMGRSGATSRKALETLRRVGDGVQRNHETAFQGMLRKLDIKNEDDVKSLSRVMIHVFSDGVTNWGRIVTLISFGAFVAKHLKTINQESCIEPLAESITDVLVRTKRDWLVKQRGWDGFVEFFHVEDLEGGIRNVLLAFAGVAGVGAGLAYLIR
Mcl1 Noxa PPI: Mcl-1/Noxa binding inhibitors, primary screen, biochemical, TR-FRET, 1536-well; TR-FRET Mcl-1/Noxa peptide binding, 2 h; hit rate 1.5% among 220,000; Induced myeloid leukemia cell differentiation protein Mcl-1 (Homo sapiens), Q07820; inhibition, % at 21.7 µM;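 active = compounds that cut the protein-peptide binding signal by more than 50% relative to plate controls in a single-dose test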;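 also: His-tagged Mcl-1 with rhodamine Noxa BH3 peptide and terbium anti-His antibody; 0% = Mcl-1 plus Noxa peptide wells and 100% = peptide-only wells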
Mcl1-Bid inh: Mcl-1/Bid binding inhibitors, primary screen, biochemical, TR-FRET, 1536-well; Induced myeloid leukemia cell differentiation protein Mcl-1 (Homo sapiens), Q07820; TR-FRET Mcl-1/Bid-Dy647 peptide binding; inhibition, % at 21.7 µM; hit rate 0.97% among 220,000;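 active = compounds that cut the binding signal by more than half at the single screening dose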;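 also: His-tagged Mcl-1 with europium anti-His antibody binding Bid BH3 peptide; 0% = Mcl-1 plus peptide wells and 100% = peptide-only wells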
Cdc42 wt: modulators of GTP binding to wildtype Cdc42, primary screen, biochemical, multiplex bead flow cytometry, Bodipy-GTP | GST-Cdc42 beads; actives lie on both sides | percent activity (GTP binding), % at 10 µM | hit rate 0.2% among 190,000;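 active = percent activity GTP binding at least 20 points away from the 100% baseline, either down as inhibitor or up as activator; inconclusive = compound flagged as likely green fluorescent from well-wide comparison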;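 also: median bead fluorescence of bound Bodipy-FL-GTP at 100 nM; 0% = excess unlabeled GTP control and 100% = no compound control; below 100% means less GTP binding so inhibitor and above means activator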
Target sequence (P60953 whole entry, looked up): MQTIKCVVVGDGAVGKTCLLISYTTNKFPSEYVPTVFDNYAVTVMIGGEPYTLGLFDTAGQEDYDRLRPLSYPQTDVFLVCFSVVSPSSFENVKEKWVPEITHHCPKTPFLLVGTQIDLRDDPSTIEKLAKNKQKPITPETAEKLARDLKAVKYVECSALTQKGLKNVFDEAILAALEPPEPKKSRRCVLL
* marks the source's active call; other numbers are inactive results; u = inconclusive; x = no result given.

Order of values – Bim-Mcl-1	HRas wt GTP bind	Rab7 wt modul	Mcl1-Bid inh	RGS8-Gao reg	Rab2 wt GTP	Rac1 wt GTP bind	Pf gametocyte	Mcl1 Noxa PPI	Cdc42 wt	Rac1 mut GTP
- N#Cc1ccccc1S(=O)(=O)N1CCN(CC(O)c2ccccc2)CC1 (stereo not given)
  -1	101	105	19	100	100	106	0	19	102	99
- CCn1c(C(C)NC(=O)c2cccs2)nc2ccccc21 (stereo not given)
  0	102	102	-11	103	102	102	x	17	99	98
- CC(=O)c1cccc(NC(=S)NCCCCc2ccccc2)c1
  -6	102	101	-34	102	98	102	7	17	103	98
- COc1ccccc1N1C(=O)CC(Sc2n[nH]c(-c3cccc(C)c3)n2)C1=O (stereo not given)
  -3	97	98	-48	99	96	103	2	30	101	100
- C/C(=N\Nc1ccc(S(=O)(=O)Nc2ccccc2)cc1[N+](=O)[O-])c1ccncc1
  -1	95	106	-5	90	96	97	-33	12	93	96
- CSc1nc(C)c2c(n1)N(c1ccc(C(C)C)cc1)CC2
  0	105	100	-32	98	102	105	x	-4	106	101
- BrC(/C=C\c1ccccc1)=N/Nc1nc(N2CCOCC2)nc(N2CCOCC2)n1
  0	104	102	3	99	105	100	6	4	104	102
- CCC(C)N(C(=O)COC(=O)Cc1n[nH]c(=O)c2ccccc12)C1CCS(=O)(=O)C1 (stereo not given)
  4	104	100	-28	100	101	108	x	-8	106	102
- O=C(N/C(=C/c1ccccc1)C(=O)N1CCCCCC1)c1ccccc1
  -1	100	110	-15	97	101	100	-8	16	97	96
- C=CCOc1ccc(CNc2ccc3[nH]c(=O)[nH]c3c2)cc1OC
  1	89	100	-33	99	91	91	x	43	88	93

Continued; the last six above are carried over.
Order of values – Bim-Mcl-1	HRas wt GTP bind	Rab7 wt modul	Mcl1-Bid inh	RGS8-Gao reg	Rab2 wt GTP	Rac1 wt GTP bind	Pf gametocyte	Mcl1 Noxa PPI	Cdc42 wt	Rac1 mut GTP
- C/C(=N\Nc1ccc(S(=O)(=O)Nc2ccccc2)cc1[N+](=O)[O-])c1ccncc1
  -1	95	106	-5	90	96	97	-33	12	93	96
- CSc1nc(C)c2c(n1)N(c1ccc(C(C)C)cc1)CC2
  0	105	100	-32	98	102	105	x	-4	106	101
- BrC(/C=C\c1ccccc1)=N/Nc1nc(N2CCOCC2)nc(N2CCOCC2)n1
  0	104	102	3	99	105	100	6	4	104	102
- CCC(C)N(C(=O)COC(=O)Cc1n[nH]c(=O)c2ccccc12)C1CCS(=O)(=O)C1 (stereo not given)
  4	104	100	-28	100	101	108	x	-8	106	102
- O=C(N/C(=C/c1ccccc1)C(=O)N1CCCCCC1)c1ccccc1
  -1	100	110	-15	97	101	100	-8	16	97	96
- C=CCOc1ccc(CNc2ccc3[nH]c(=O)[nH]c3c2)cc1OC
  1	89	100	-33	99	91	91	x	43	88	93
- COc1ccc(-c2cccc(C(=O)Nc3ccc(OC)c(OC)c3)c2)cc1
  1	99	101	-2	99	98	101	-11	-26	100	98
- CCOC(=O)C1CCN(C(C)=C2C(=O)c3ccccc3C2=O)CC1
  1	100	101	4	97	100	102	9	14	100	99
- CCOC(=O)c1ccc(S(=O)(=O)N2CCN(S(=O)(=O)CC)CC2)cc1
  -7	97	94	5	100	98	106	x	-2	97	99
- CCSc1ccccc1C(=O)NC1CCCCC1
  1	98	103	-1	104	100	100	x	16	98	95
- CCc1ccc2[nH]c(=O)c(CN(Cc3ccc4c(c3)OCO4)C(=O)c3ccco3)cc2c1
  -3	u	u	4	103	u	u	x	x	u	u
- Cc1c(-c2ncn[nH]2)sc(C#N)c1-c1ccccc1
  -4	99	103	-2	102	99	99	-10	10	96	97
- CC(O)CNCCCOc1ccccc1OCc1ccccc1 (stereo not given)
  0	99	97	5	100	99	101	x	38	98	96
- CCCCOc1ccc(C(O)C(CN2CCCCC2)c2ccccc2)cc1 (stereo not given)
  1	103	105	-19	97	102	103	2	0	103	98
- Cc1cccc(C)c1Nc1nnc(SCc2nc3ccccc3s2)s1
  -8	100	99	-5	98	100	105	x	29	103	99
- CCOC(=O)C1=C(CSc2nccn2C)NC(=O)NC1c1ccc2c(c1)OCO2 (stereo not given)
  -3	103	101	-15	101	102	106	8	-24	107	102
- CCC1Oc2ccc(C)cc2N(CC(=O)NCc2cc(OC)ccc2OC)C1=O (stereo not given)
  -7	96	95	-29	96	95	94	x	10	95	95
- C#CCN1C(=O)C(O)(CC(=O)c2cccc(OC)c2)c2ccccc21 (stereo not given)
  -3	103	99	-21	84	103	108	x	-5	105	101
- O=C(c1ccccc1F)N1CCN(c2cccc(C(F)(F)F)c2)CC1
  -3	100	99	-37	101	99	106	11	7	100	101
- COCCCNC(=O)CCS(=O)(=O)Cc1ccc(C)cc1
  -4	100	100	-27	102	100	105	x	12	103	98
- O=C(NCc1ccco1)c1ccc(COc2cc(Cl)ccc2Cl)cc1
  -5	99	100	-19	98	98	104	15	12	101	100
- COCCCNC(=O)Cn1c(=O)n(Cc2ccc(C(=O)NCCc3ccc(OC)c(OC)c3)cc2)c(=O)c2ccccc21
  -3	95	99	-6	100	98	96	2	13	95	95
- CCOC(=O)c1sc2nc3c(SCCC#N)cc(C(=O)c4cc(F)ccc4O)cn3c(=O)c2c1C
  -4	102	102	6	96	98	105	10	27	101	101
- CCCCOCCCNc1ncnc2c1[nH]c1ccccc12
  -5	98	98	-5	123	97	103	13	28	97	98
- Cc1ccc(NC(=O)CC2SC(=NCC3CCCO3)NC2=O)cc1Cl (stereo not given)
  -4	99	103	-32	100	98	101	x	-3	100	100
- CCCc1nc2ccccc2c(=O)n1/N=C/c1ccc(O)cc1O
  1	102	104	-45	97	102	100	x	25	100	98

One compound at a time (already shown). Order of screens: Bim-Mcl-1	HRas wt GTP bind	Rab7 wt modul	Mcl1-Bid inh	RGS8-Gao reg	Rab2 wt GTP	Rac1 wt GTP bind	Pf gametocyte	Mcl1 Noxa PPI	Cdc42 wt	Rac1 mut GTP
COCCCNC(=O)CCS(=O)(=O)Cc1ccc(C)cc1 across the screens: -4	100	100	-27	102	100	105	x	12	103	98
O=C(c1ccccc1F)N1CCN(c2cccc(C(F)(F)F)c2)CC1 across the screens: -3	100	99	-37	101	99	106	11	7	100	101

(cont.)
Order of values – Bim-Mcl-1	HRas wt GTP bind	Rab7 wt modul	Mcl1-Bid inh	RGS8-Gao reg	Rab2 wt GTP	Rac1 wt GTP bind	Pf gametocyte	Mcl1 Noxa PPI	Cdc42 wt	Rac1 mut GTP
- Cc1ccc(C(=O)NCCc2ccc(S(N)(=O)=O)cc2)o1
  2	102	109	-14	100	106	109	-35	-3	101	99
- Cn1c(=O)c2c(ncn2CC(=O)N/N=C/C(Cl)=C/c2ccccc2)n(C)c1=O
  -5	98	97	5	101	98	104	-4	4	98	96
- COc1ccc(C(=O)OCCN=C2NS(=O)(=O)c3ccccc32)cc1OC
  -3	100	100	3	100	98	97	-12	5	98	97
- COc1cc(NS(=O)(=O)c2ccc(NC(=S)NC(=O)CC(C)C)cc2)nc(OC)n1
  0	101	97	3	101	98	102	x	16	100	96
- CC(=O)Nc1ccc2c(c1)OCO2
  0	95	97	-8	110	96	97	-18	12	95	97
- Cc1ccccc1N1CCN(S(=O)(=O)c2ccc3oc(=O)ccc3c2)CC1
  0	102	103	-16	104	102	105	30	0	101	102
- CCOC(=O)c1c(C)n(C)c2ccc(OC(C)=O)cc12
  -1	100	102	-10	113	101	101	8	-11	100	97
- COc1ccc(Nc2nc(N)nc(C(F)(F)F)n2)c(OC)c1
  -1	104	103	-6	118	99	107	17	4	103	99
- CCCCNC(=O)CCn1c(=O)c2ccccc2n(CC(=O)Nc2ccccc2OCC)c1=O
  0	104	101	6	98	101	104	5	-4	104	102
- O=C(Nc1cccnc1)C1CC(c2ccccc2O)=NO1 (stereo not given)
  -1	102	101	-22	99	102	100	x	16	101	100
- Fc1ccc(NC(=S)Nc2ccc(Cl)cc2Cl)cc1
  -1	98	95	-31	108	96	102	-2	32	100	95
- Cc1nnc(-c2ccc(Cl)cc2)[nH]c1=O
  -5	100	98	-27	103	99	105	18	8	100	97
- COC(=O)CSc1nnc(-c2sc3cc(OC)ccc3c2Cl)n1C
  0	108	100	-9	106	106	104	-15	12	108	101
- CC[C@@H](C)C(N)c1cn([C@@H](CCC(=O)O)C(=O)N2CCNCC2)nn1 (stereo not given in full)
  2	95	95	-6	101	97	95	x	-6	96	96
- COc1ccc(Nc2nc(NCC3CCCO3)c3ccccc3n2)c(OC)c1 (stereo not given)
  -4	96	97	-11	96	98	97	-12	29	96	98
- O=C(C1CC(c2ccc(F)cc2)=NO1)N1CCN(Cc2ccccc2)CC1 (stereo not given)
  -2	97	101	-5	102	98	99	x	-7	97	98
- COc1ccc(Nc2nc(Nc3ccc(OC)cc3OC)nc(N3CCN(C)CC3)n2)c(OC)c1
  -1	101	96	-3	103	101	108	9	15	101	99
- NC(=O)c1ccc(NC(=O)COC(=O)c2cccc(Oc3ccccc3)c2)cc1
  -1	103	100	-1	88	102	103	2	-2	102	103
- O=C(CSc1nc(CCC2CCCC2)nc2ccccc12)NCc1ccc2c(c1)OCO2
  -1	101	99	-5	104	102	102	-7	28	99	101
- Cn1c(SCc2ccccn2)nnc1-c1ccccc1
  1	99	98	-4	100	98	101	6	-6	103	99
- N#CC1=C(S)N(c2ccccc2)C(c2cccs2)NC1=O (stereo not given)
  -3	96	96	1	95	97	95	x	-4	96	94
- COc1ccc(NC(=S)NCCc2c[nH]c3ccccc23)c(OC)c1
  -1	99	93	-1	102	99	103	-27	26	101	101
